# Screening data as filed in PubChem BioAssay.
# MCL1 BIM primary – inhibitors of human MCL1 binding to BIM-BH3 peptide. Q07820. GST-MCL1 / FITC-Bim-BH3 fluorescence polarization. inhibition, % at 10.9 µM. 0.68% of 320,000 active;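 active means inhibition above the mean inhibition of all tested compounds plus 3 SD, set per campaign, cut at about 40% in these data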;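 further: 0% = DMSO wells and 100% = unlabeled Bim-BH3 peptide control; higher means more loss of mP so more displacement of Bim peptide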
# GLD-1 TGE inh – GLD-1-TGE RNA interaction inhibition (C. elegans); Q17339; purified GLD-1 + fluorescein TGE RNA, fluorescence polarization; inhibition, % at 5.96 µM; 0.44% of 320,000 active;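 active means percent inhibition above a per-plate cutoff, the plate mean of test compounds plus 3 SD, cut at about 30% in these data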;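 further: 0% = DMSO wells with GLD-1 and probe and 100% = wells lacking GLD-1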
# VLA-4 inh – inhibition in a human VLA-4 binding assay | VLA-4 expressing cells, ligand binding flow cytometry | 0.2% of 330,000 active | inhibition, % (about 7 µM as worked out from the volumes in the protocol); in the data active means inhibition above about 50%
# Target sequence (P13612 whole entry, looked up): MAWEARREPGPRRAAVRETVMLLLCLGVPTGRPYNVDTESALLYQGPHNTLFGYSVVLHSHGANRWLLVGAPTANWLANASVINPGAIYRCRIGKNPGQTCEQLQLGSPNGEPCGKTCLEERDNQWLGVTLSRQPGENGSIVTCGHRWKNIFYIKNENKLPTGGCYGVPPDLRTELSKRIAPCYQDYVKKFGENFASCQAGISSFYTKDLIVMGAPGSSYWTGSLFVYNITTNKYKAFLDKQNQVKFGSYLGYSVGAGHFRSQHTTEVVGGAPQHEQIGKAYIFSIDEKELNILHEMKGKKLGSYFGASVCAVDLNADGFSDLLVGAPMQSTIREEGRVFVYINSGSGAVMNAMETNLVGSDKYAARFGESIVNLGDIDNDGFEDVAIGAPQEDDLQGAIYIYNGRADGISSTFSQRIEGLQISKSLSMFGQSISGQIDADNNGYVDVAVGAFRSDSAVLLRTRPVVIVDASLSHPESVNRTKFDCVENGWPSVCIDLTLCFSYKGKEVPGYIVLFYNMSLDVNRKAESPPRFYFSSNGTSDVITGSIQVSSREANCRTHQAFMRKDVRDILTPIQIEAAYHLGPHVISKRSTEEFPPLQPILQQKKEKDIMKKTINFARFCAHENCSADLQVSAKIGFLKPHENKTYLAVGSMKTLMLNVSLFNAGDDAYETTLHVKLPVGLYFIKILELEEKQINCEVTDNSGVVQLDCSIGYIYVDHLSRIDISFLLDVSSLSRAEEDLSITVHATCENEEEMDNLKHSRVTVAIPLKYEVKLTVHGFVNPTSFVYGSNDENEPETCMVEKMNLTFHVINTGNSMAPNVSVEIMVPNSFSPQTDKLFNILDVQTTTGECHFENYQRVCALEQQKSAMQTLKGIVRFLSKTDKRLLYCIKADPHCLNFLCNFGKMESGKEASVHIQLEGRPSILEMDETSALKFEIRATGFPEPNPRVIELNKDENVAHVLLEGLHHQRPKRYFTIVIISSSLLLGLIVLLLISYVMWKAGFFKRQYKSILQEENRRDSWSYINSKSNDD
# Bcl-xL primary – inhibitors of human Bcl-xL. Q07817. GST-Bcl-xL / FITC-Bim BH3 peptide fluorescence polarization. inhibition, % at 10.9 µM. 0.7% of 320,000 active. AID 2129;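 active means inhibition above the mean of all tested compounds plus 3 SD, cutoff set per campaign, cut at about 30% in these data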;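 further: 0% = DMSO wells and 100% = unlabeled Bim-BH3 peptide competitor; inhibitors lower millipolarization by displacing the labeled peptide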
# CR mimetic SO – lowers age-related superoxide in aged yeast cells; S. cerevisiae aged cells, superoxide DHE fluorescence; active compounds read low; superoxide response (% of plate mean), % at 10 µM; 0.18% of 330,000 active;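 active means superoxide response under a set limit, about three screen SD below normal, cut at about 65% in these data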;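 further: yeast aged for seven days with compound at 30 °C before DHE staining; 100% = average MFI of all compound-treated wells on the plate with controls excluded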
# GRK2 inh – human GRK2 inhibition via aptamer displacement; P25098; bead flow cytometry, FAM-aptamer displacement from GRK2; inhibition of aptamer binding, % at 10 µM; 0.59% of 330,000 active; AID 488847;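 active means inhibition of aptamer binding above 40%, roughly 3 SD of noise, on plates passing a quality check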;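 further: median bead fluorescence of bound FAM aptamer so fluorescent compounds give negative values; no value below 0 was filed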
# AGP1 TOR yeast – yeast TOR pathway AGP1-GFP modulation. S. cerevisiae AGP1-GFP multiplex flow cytometry, 3 h; GFP as percent of DMSO wells. GFP response vs DMSO, % at 10 µM. 0.02% of 320,000 active;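 active means GFP response relative to DMSO above a set limit, near screen average plus 3 SD, cut at about 150% in these data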;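 further: median GFP channel fluorescence of the gated AGP1 strain per well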
# CIT2 TOR yeast – alters CIT2-GFP fluorescence in TOR pathway yeast screen. AID 2029. GFP response vs DMSO, % at 10 µM. S. cerevisiae CIT2-GFP strain, flow cytometry, 3 h; 100 means same as DMSO wells. 0.065% of 320,000 active;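 active means GFP response relative to DMSO above a set limit, near the screen mean plus 3 SD, cut at about 150% in these data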;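 further: ratio of well median GFP fluorescence to mean of DMSO wells on the plate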
# MEX-5 binding – C. elegans MEX-5 TCR-2 RNA binding activity. Q9XUB2. MEX-5/FITC-TCR2 RNA binding, fluorescence polarization; active compounds read low. activity score (negative = inhibition of binding), % at 10 µM. 0.38% of 300,000 active. AID 1832;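 active means inhibition past about -25% in most replicates, and total fluorescence under double the plate's negative control median, limit read from the data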;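 further: 0% = DMSO and -100% = 5 µM competing unlabeled TCR2 RNA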
# An asterisk follows results filed as active; x = no result given.
SMILES,MCL1 BIM primary,GLD-1 TGE inh,VLA-4 inh,Bcl-xL primary,CR mimetic SO,GRK2 inh,AGP1 TOR yeast,CIT2 TOR yeast,MEX-5 binding
c1cncc(-c2nc(NCc3cccs3)c3ccccc3n2)c1,2,-1,16,3,124,0,92,92,-0.6
O=C(CSCc1ccccc1)Nc1ccccc1,-9,8,11,-13,43*,1,99,86,1.6
Cc1ccc2nc(C)cc(Nc3ccc([N+](=O)[O-])cc3)c2c1,2,-4,-7,-4,107,0,98,91,-4.3
Cn1c(=O)oc2cc(S(=O)(=O)N3CCCC(C(=O)NCCN4CCOCC4)C3)ccc21 (centres undefined),3,-1,4,2,96,0,104,108,x
CC(=O)c1ccc(COC(=O)Cc2ccc([N+](=O)[O-])cc2)cc1,6,1,-12,4,102,0,104,104,-0.7
COc1ccccc1NC(=O)Nc1cc(F)ccc1F,-2,-4,40,0,126,0,97,93,-2.1
O=C(COC(=O)c1ccc(NS(=O)(=O)c2cccs2)cc1)NCC1CCCO1 (centres undefined),0,-4,2,-3,94,2,85,92,-1.6
Cc1nn(C)c(C)c1CN(C(=O)C1CCC(=O)N(C2CCCCCC2)C1)C(C)C (centres undefined),1,3,8,0,91,5,94,98,-4.3
CC(=O)NCCn1c(SCc2cccc([N+](=O)[O-])c2)nc2ccccc2c1=O,3,1,2,5,109,2,106,102,3.8
O=C(NCCNCc1ccc(F)cc1)c1ccco1,-4,6,24,1,110,0,101,88,0.3
COC(=O)/C(C#N)=C/c1occc1C,7,3,1,3,93,0,103,115,2.4
COCCn1c(=S)[nH]c2cc(C(=O)N3CCN(Cc4ccc5c(c4)OCO5)CC3)ccc2c1=O,-8,3,-7,-8,92,45*,95,98,x
CC(C)n1c(C(F)(F)F)nc2cc(C(=O)N3CCC(O)CC3)ccc21,9,5,18,2,97,1,108,93,-1.8
CCCn1c(C(O)c2ccc(OC)c(OC)c2)nc2ccccc21 (centres undefined),1,3,17,2,109,0,100,101,2.6
CC(=O)c1cc(C)ccc1OC(=O)c1cccnc1,-1,0,-8,5,107,1,100,104,4.7
CCCCNC(=O)COc1ccccc1C(=O)c1cc(C#N)c(=O)n(CCOC)c1,-8,-2,10,1,84,2,99,94,-1.9
O=C(Cn1nc(C(F)(F)F)c2c1CCC2)NCc1ccc(Cl)cc1,2,-2,-3,3,101,0,103,96,0.3
Cc1ccc(S(=O)(=O)N2CCOCC2)cc1NC(=O)c1cc(-c2ccccn2)nc2ccccc12,6,5,-3,3,105,0,96,97,1.6
COc1cc(C(=O)NCC(=O)NCCCSc2ccccc2)cc(OC)c1OC,-4,2,-9,-4,111,0,106,103,x
Cc1noc(NS(=O)(=O)c2ccc(NC(=O)c3ccc(N(C)C)cc3)cc2)c1C,3,0,6,2,106,3,113,118,x
C=CCn1c(=O)[nH]c2cc(C(=O)N3CCN(c4ccc(C(C)=O)cc4)CC3)ccc2c1=O,5,-4,-121,0,87,4,101,102,-3.3
CCN1C(=O)[C@@H]2Cc3c([nH]c4ccccc34)C(c3ccc(OC)cc3)N2C1=S (some centres undefined),-86,-75,0,-42,76,36,103,98,11
COc1ccc(NC(=O)C23CC4CC(C2)CC(n2cnc(Br)n2)(C4)C3)cc1Cl,-7,2,18,0,90,4,106,111,0.4
CCOC(=O)N1CCc2c(sc3c2c(=O)n(Cc2ccccc2)c(=O)n3Cc2cccc(C)c2)C1,4,0,41,2,98,0,97,96,-1.2
CCc1ccccc1NC(=O)c1cc(-c2cccs2)on1,10,-3,-2,9,97,0,95,87,-0.7

# Full records, looked up by structure.
# Entry for COc1ccc(NC(=O)C23CC4CC(C2)CC(n2cnc(Br)n2)(C4)C3)cc1Cl = MCL1 BIM primary: -7; GLD-1 TGE inh: 2; VLA-4 inh: 18; Bcl-xL primary: 0; CR mimetic SO: 90; GRK2 inh: 4; AGP1 TOR yeast: 106; CIT2 TOR yeast: 111; MEX-5 binding: 0.4
# Entry for Cc1ccc2nc(C)cc(Nc3ccc([N+](=O)[O-])cc3)c2c1 = MCL1 BIM primary: 2; GLD-1 TGE inh: -4; VLA-4 inh: -7; Bcl-xL primary: -4; CR mimetic SO: 107; GRK2 inh: 0; AGP1 TOR yeast: 98; CIT2 TOR yeast: 91; MEX-5 binding: -4.3

# Carrying on.
SMILES,MCL1 BIM primary,GLD-1 TGE inh,VLA-4 inh,Bcl-xL primary,CR mimetic SO,GRK2 inh,AGP1 TOR yeast,CIT2 TOR yeast,MEX-5 binding
COC(=O)CSc1snnc1-c1ccc(F)cc1,6,5,2,8,96,1,111,119,-6.1
Cc1ccc(Nc2nc(N/N=C\c3ccc4c(c3)OCO4)nc(N3CCOCC3)n2)cc1,-3,7,10,-2,95,0,99,97,1.1
Nc1nc(-c2ccc(Cl)cc2)nn1C(=O)c1ccco1,2,4,-1,3,96,1,97,103,-7.6
O=C(NCc1ccncc1)/C(=C\c1ccc(F)cc1)NC(=O)c1ccccc1,-10,8,5,0,100,1,100,106,-3.8
CC(OC(=O)C1CCCC1)C(=O)Nc1ccc(C(N)=O)cc1 (centres undefined),-8,4,17,1,94,4,119,97,3.8
COc1ccc(CNS(=O)(=O)c2ccc(-c3cnc(C4CC4)o3)cc2)cc1,-3,2,9,1,109,4,100,101,0.4
COc1cc(/C=N/Nc2ccc(F)cc2F)cc(OC)c1O,26,6,8,17,91,1,80,99,-2.6
Cc1csc(CNc2ncnc3ccc(-c4ccoc4)cc23)c1,-7,4,26,-4,101,49*,99,100,x
Nc1cc(N)nc(SCC(=O)Nc2cc(S(=O)(=O)N3CCOCC3)ccc2Cl)n1,8,1,21,5,94,3,90,x,-0.2
CCN1CCN(CCCOc2ccc(-c3ccccc3)cc2)CC1,-6,0,44,1,113,30,97,92,1.4
O=S(=O)(c1cnccc1N1CCN(/N=C/c2ccc(Cl)cc2)CC1)N1CCCCC1,-3,1,15,-2,95,3,103,99,3.1
C#CCOCCOCCOCCNc1nc(N2CCN(C(=O)[C@H]([C@@H](C)CC)n3cc([C@@H](N)CC(C)C)nn3)CC2)nc(N2CCN(C(=O)[C@H]([C@@H](C)CC)n3cc([C@@H](N)CC(C)C)nn3)CC2)n1,-3,-5,6,3,107,0,89,100,2.0
COc1cc(C(=O)Nc2nnc(CC(=O)NCc3ccccc3)s2)cc(OC)c1OC,3,-2,1,2,97,6,87,94,0.3
Cc1ccc(C(=O)CC2(O)C(=O)N(CCc3ccccc3)c3ccc(Br)cc32)o1 (centres undefined),8,-2,0,6,76,1,98,110,-1.2
CCCOc1ccc(-c2c(C(=O)N/N=C(\C)COc3ccccc3)nnn2-c2nonc2N)cc1,4,7,-17,-1,89,0,94,101,-2.5
CC1(C(=O)O)CCC(C(=O)NC2CCCCC2)C1(C)C (centres undefined),-1,6,-10,3,93,0,101,98,1.0
Cc1ccc(C)c2sc(NC(=O)C3CC3)nc12,7,-4,9,-1,89,0,95,105,-2.5
O=C1C=C(N2CCOCC2)CO1,2,3,34,4,112,4,86,92,4.3
C=CCC[C@@H](Cc1ccc(F)cc1)C(=O)OC[C@H]1CCCN1C(=O)[C@@H](CC=C)CC(=O)N[C@H](CO)Cc1ccccc1,x,12,24,x,97,0,100,90,x
COC(=O)CCN1CCN(S(=O)(=O)c2ccccc2Br)CC1,-6,6,22,-1,99,1,96,96,0.9
Cc1nn2c(Nc3ccccc3)c3c(nc2c1-c1ccccc1)CCC3,6,0,-2,2,97,0,103,116,-0.9
CCC1CCC/C1=N\NC(=O)c1ccc(Cl)cc1 (centres undefined),6,9,17,5,102,0,103,100,2.0
O=C(COC(=O)CNC(=O)c1sc2ccccc2c1Cl)NC1CCS(=O)(=O)C1 (centres undefined),-2,10,43,-4,91,0,102,113,-0.4
CC1CCN(C(=O)CCCN2C(=O)c3cccnc3Oc3ccc(Cl)cc32)CC1,0,3,5,2,103,0,99,100,1.1
N=c1ccn(Cc2ccc(F)cc2)cc1,6,-2,9,11,111,0,99,105,1.8

# Next part.
SMILES,MCL1 BIM primary,GLD-1 TGE inh,VLA-4 inh,Bcl-xL primary,CR mimetic SO,GRK2 inh,AGP1 TOR yeast,CIT2 TOR yeast,MEX-5 binding
O=C(O)COc1ccccc1/C=C1\C(=O)Nc2ccc(Br)cc21,6,2,1,14,109,0,109,97,0.9
CN(C)C(=S)Nc1ccc(Br)c(Cl)c1,5,10,10,10,89,1,91,85,1.7
Cc1ccc(S(=O)(=O)N/N=C/c2ccc(OCC(=O)Nc3ccccc3Cl)cc2)cc1,8,2,9,4,88,0,101,104,0.5
c1cncc(-c2nc(NCCCN3CCOCC3)c3c4c(sc3n2)CCC4)c1,2,3,13,-2,95,0,109,115,0.6
N=C1/C(=C/c2ccco2)C(=O)N=C2SC(CC(=O)N3CCCC3)=NN12,33,-2,-1,23,92,46*,96,99,-2.9
Cn1cccc1CNC1CCCC1,-1,3,16,1,103,0,100,99,0.0
O=C(O)CCC(=O)Nc1ccccc1C(=O)NCCc1ccccc1,7,4,7,7,106,0,93,96,-3.4
CCn1c(O)c(C=NC2CCCC(C)C2C)sc1=S (centres undefined),2,-3,-4,4,88,2,93,96,-0.8
COc1cccc2c1cc1c(=O)n(CC(=O)NCCCN3CCN(C)CC3)nc(C)n12,4,4,-3,-1,94,1,105,108,-2.0
Cc1cc(C)cc(NC(=O)C(OC(=O)c2sccc2C)c2ccccc2)c1 (centres undefined),-9,6,10,0,88,0,96,90,1.7
Cc1ccc2cc3c(N)c(C(=O)N4CCOCC4)sc3nc2c1,5,-5,0,4,101,0,x,97,-8.3
COCC(C)n1c(C)cc(C(=O)CSc2nc(C)c(C)c(C)n2)c1C (centres undefined),5,3,-4,8,97,6,102,100,-2.9
CC(=O)c1ccc(OCc2cc(C(=O)N3CCN4CCCC4C3)no2)cc1 (centres undefined),-2,11,-28,1,99,0,100,104,0.5
CCCCn1c(=O)[nH]c(=O)c2c1nc(CN1C(=O)c3ccccc3S1(=O)=O)n2CCC,-20,0,-2,-10,97,x,84,92,-0.7
CCNc1nc(Oc2ccc(C(=O)OC)cc2)nc(N2CCOCC2)n1,5,0,12,6,95,3,105,102,-2.8
COc1ccc(NC(=O)c2ccc(Cl)c(NC(=O)c3ccncc3)c2)cc1,8,2,3,3,106,4,88,x,-3.0
O=C(Nc1ccc2c(c1)CCC2)c1cnc(Cl)c(Cl)c1,-10,-6,7,-6,110,1,91,90,-0.7
Cn1c(SCC(=O)N2CCCC2)nc2ccccc21,-5,8,27,-1,103,1,93,84,-1.0
COc1ccc(C(OC(=O)c2ccco2)C(=O)NC2CCCCC2)cc1 (centres undefined),6,1,28,2,100,0,104,102,2.2
CCc1nnc(NC(=O)c2oc3ccc(Br)cc3c2C)s1,x,4,2,x,96,0,102,106,x
CC(C)CCn1c(SCC(=O)c2ccccc2)nc2c1c(=O)[nH]c(=O)n2C,0,0,13,-6,95,3,97,92,-0.5
COc1ccc(Oc2cc(C)c3cccc(C)c3n2)cc1,6,-4,5,15,94,0,113,109,-0.5
Cc1ccc(NC(=O)NC2(C(=O)NCc3ccccc3)CCCCC2)cc1,3,1,-1,6,95,1,106,107,-0.6
CCOc1ccc(C(=O)Nc2ccc3c(c2)OCCO3)cc1[N+](=O)[O-],-1,1,-1,1,96,1,104,111,1.7
COc1cc(OC)nc(NC(=O)NS(=O)(=O)c2ccccc2Cl)n1,3,2,-2,0,96,4,102,93,-0.3
NNC(=S)NCc1ccc2c(c1)OCO2,-1,-1,-1,2,101,1,105,103,3.9
Cc1ccc(C(CNC(=O)Nc2ccc(Cl)cc2)N2CCN(C)CC2)cc1 (centres undefined),7,4,14,6,104,0,101,98,-1.6
Cc1ccc(S(=O)(=O)N(C)C)cc1NC(=O)COC(=O)C1CC1,-5,2,1,0,110,0,109,98,0.2
